Bioassay records: PubChem, several laboratories
bIAP activator = intestinal alkaline phosphatase (bovine) activation; purified bovine IAP, CDP-star luminescence, 30 min; stronger effect = higher value; fold of DMSO-control signal, blank-subtracted; activation factor at 20 µM; actives 0.17% (n = 200,000); AID 1016;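 active = activation factor of 2 or more at 20 µM, a signal rise over negative controls twice the positive control's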
STAT3 blocker = STAT3 signaling inhibition. U3A cells, IL-6 STAT3-luciferase reporter, luminescence; host cell line lacks STAT1. inhibition, % at 5.5 µM. actives 0.89% (n = 190,000). AID 862;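 active = inhibition above the mean inhibition across all screened compounds plus 3 SD, cut at about 44% in these data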;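 note: 0% = DMSO only wells and 100% = 100 µM nifuroxazide control wells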
SRC2 TRFRET art = TR-FRET artefact, counter-screen to PPARgamma/SRC-2 agonist assay; TR-FRET ratio at 8 µM; stronger effect = higher value; actives 0.4% (n = 200,000); in the data active = TR-FRET ratio above about 2000; note: inactives centre near 1500
bIAP inhibitor = intestinal alkaline phosphatase (bovine) inhibition | inhibition, % at 20 µM | 190,000 tested, under 10 active | purified bovine IAP, CDP-star luminescence, 30 min | AID 1019;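 active = over 50% inhibition of intestinal alkaline phosphatase at 20 µM in the single-dose screen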
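Incubation: 30 min reaction at room temperature / Material: purified bovine intestinal alkaline phosphatase (IAP) enzyme / Input: enzyme at 1/65,000,000 dilution / Dosing: 20 µM single dose / Signal: CDP-star luminescence signal / Reagent: CDP-star chemiluminescent phosphatase substrate, 30 µM final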
PPARg SRC2 recr = PPARgamma-driven SRC-2 recruitment agonism; P37231; actives 0.34% (n = 200,000); PPARgamma LBD-SRC-2 recruitment, biochemical; AID 1032; activation, % at 8 µM; in the data active = activation above about 22%;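 note: 0% = vehicle and 100% = reference agonist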
ROMK mod = human ROMK K+ channel modulation, primary screen | P48048 | Tet-inducible ROMK, thallium flux fluorescence; actives lie on both sides | B-score at 10 µM | actives 2% (n = 130,000) | AID 1918;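 active = signal ratio slope over the read window, or its plate-corrected B-score, at least 3 SD from the plate mean, either direction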;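 note: B-score of the F/F0 ratio slope over 7 to 12 s after thallium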
Target sequence (P48048 whole entry, looked up): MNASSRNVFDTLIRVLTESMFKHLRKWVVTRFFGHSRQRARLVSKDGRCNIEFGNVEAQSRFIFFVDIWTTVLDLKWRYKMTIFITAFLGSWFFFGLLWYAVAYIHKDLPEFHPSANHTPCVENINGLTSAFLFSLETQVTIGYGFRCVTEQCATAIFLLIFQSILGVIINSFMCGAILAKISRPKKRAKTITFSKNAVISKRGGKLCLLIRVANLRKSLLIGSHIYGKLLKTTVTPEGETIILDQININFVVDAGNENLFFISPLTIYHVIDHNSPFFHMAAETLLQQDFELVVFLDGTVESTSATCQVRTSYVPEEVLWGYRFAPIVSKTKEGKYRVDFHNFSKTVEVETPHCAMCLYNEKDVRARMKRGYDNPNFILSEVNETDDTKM
STAT3 activator = increases IL-6 driven STAT3 reporter signal | actives 0.91% (n = 190,000) | activation (% of control), % at 5.6 µM | U3A cells, IL-6 STAT3-luciferase reporter, luminescence; 100% = signal with IL-6 EC80 alone | AID 871;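 active = activation above the screen-wide mean of compound activation plus 3 SD, cut at about 130% in these data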;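 note: 0% = background luminescence of wells with medium and substrate only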
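system = STAT3-luciferase reporter U3A cells | reagent = IL-6 stimulus at 33 ng/mL final | timing = 1 h compound pre-exposure, 6 h IL-6 stimulation, 37 °C | measured by = luminescence | evaluation = % activation versus median of IL-6-stimulated wells | control set = IL-6-only wells as 100% reference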
PPARg SRC1 recr = PPARgamma-driven SRC-1 recruitment agonism; AID 631; actives 0.41% (n = 200,000); activation, % at 8 µM; PPARgamma-SRC-1 coactivator recruitment biochemical assay; P37231; in the data active = activation above about 19%;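 note: 0% = DMSO and 100% = reference agonist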
TNAP act hiacc = TNAP (human) activation, high acceptor; P05186; purified TNAP, CDP-star luminescence, 1 M DEA, 30 min; stronger effect = higher value; 0 = EDTA background, 1 = DMSO-only activity; activation factor at 20 µM; 200,000 tested, under 10 active; AID 1136;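 active = activation factor at least 2 at 20 µM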
Target sequence (P05186 whole entry, looked up): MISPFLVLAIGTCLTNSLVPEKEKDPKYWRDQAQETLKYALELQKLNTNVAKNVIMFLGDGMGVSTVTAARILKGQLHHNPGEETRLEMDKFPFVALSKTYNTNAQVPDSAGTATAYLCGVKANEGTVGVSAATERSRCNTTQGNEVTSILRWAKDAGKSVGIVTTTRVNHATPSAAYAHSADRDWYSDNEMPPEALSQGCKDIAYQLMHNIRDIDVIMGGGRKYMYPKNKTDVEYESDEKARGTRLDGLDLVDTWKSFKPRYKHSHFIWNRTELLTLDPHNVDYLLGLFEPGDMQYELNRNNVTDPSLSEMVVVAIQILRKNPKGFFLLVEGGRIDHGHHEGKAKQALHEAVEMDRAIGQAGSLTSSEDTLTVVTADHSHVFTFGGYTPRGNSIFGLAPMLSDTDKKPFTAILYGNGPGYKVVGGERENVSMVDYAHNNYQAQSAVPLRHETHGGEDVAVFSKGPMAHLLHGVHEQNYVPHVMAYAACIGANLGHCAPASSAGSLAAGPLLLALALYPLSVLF
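Assay system: human TNAP; Input: enzyme diluted 1/800 final; Reagent: CDP-star luminogenic substrate at 100 µM final; Timing: 30 min, room temperature; Signal: luminescence; Evaluation: TNAP activation factor scaled between EDTA and DMSO control wells.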
STAT1 inh = reduces IFN-gamma driven STAT1 reporter signal | NIH 3T3 STAT1-luciferase reporter, luminescence | inhibition, % at 5.5 µM | actives 0.35% (n = 200,000);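 active = inhibition above a set limit, the mean inhibition across all tested compounds plus 3 SD, cut at about 34% in these data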;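 note: 0% = IFN-gamma with DMSO and 100% = IFN-gamma with 300 µM nifuroxazide; values of inactives mirror those of a sister screen read the other way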
PPARg SRC-3 ag = PPARgamma-driven SRC-3 recruitment agonism; AID 731; activation, % at 8 µM; actives 0.26% (n = 200,000); P37231; biochemical PPARgamma/SRC-3 coactivator recruitment assay; in the data active = activation above about 23%;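 note: 0% = DMSO and 100% = reference agonist; some compounds past the cut are filed as inactive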
An asterisk follows results filed as active; x = no result given.

SMILES	bIAP activator	STAT3 blocker	SRC2 TRFRET art	bIAP inhibitor	PPARg SRC2 recr	ROMK mod	STAT3 activator	PPARg SRC1 recr	TNAP act hiacc	STAT1 inh	PPARg SRC-3 ag
COc1ccc(C(=O)NC(=S)Nc2ccc(N3CCOCC3)c(Cl)c2)cc1[N+](=O)[O-]	0.9	8	1410	10	-12	0.42	95	1	1	2	-4
O=[N+]([O-])/C(=C\Nc1ccccc1Cl)S(=O)(=O)c1ccccc1	1	6	1556	-1	4	x	97	9	1	1	4
CCOc1ccccc1-n1nnnc1SCC(=O)Nc1cc2oc3ccccc3c2cc1OC	0.9	-6	1534	10	8	x	109	7	1	8	-8
O=C1NCCN1CCNS(=O)(=O)c1ccc2ccccc2c1	0.9	9	1503	7	-1	0.41	94	7	1.1	-1	10
CC(C)C(=O)N1CCN(c2ccc(NC(=O)c3ccc([N+](=O)[O-])o3)cc2Cl)CC1	0.9	0	1496	12	3	-0.29	106	6	1	-61	3
O=C(OCC1COc2ccccc2O1)c1c(F)cccc1F (centres undefined)	0.7	10	1646	25	4	x	96	4	1.1	-23	4
COc1cccc(NC(=O)NCc2cccn2C)c1	1	18	1715	1	4	x	90	-4	1	6	-3
CC(=O)c1cc(C#N)c(SCc2ccc(F)cc2)nc1C	0.9	8	1513	10	14	0.24	97	-3	1.1	-13	3
CC(C)CCNC(=O)C(c1cccnc1)N(CCc1ccccc1)C(=O)Cn1nnc2ccccc21 (centres undefined)	0.8	-3	1433	15	-1	x	103	-2	1	-1	-7
CCOC(=O)COc1ccc(C)cc1-c1ccno1	0.8	5	1447	17	-7	-0.0027	101	2	1	-2	-1
O=C(NCc1cccs1)C(=O)NCC(c1ccco1)N1CCN(c2ccccc2)CC1 (centres undefined)	1	0	1405	2	4	-0.065	104	-6	1	8	-2
Cc1ccc2cc(/C=N/NC(=O)CN3CCCCC3)c(Cl)nc2c1	1.3	17	1581	-25	-1	-0.012	87	3	1	-5	1

A portion from further up, as a working copy:
SMILES	bIAP activator	STAT3 blocker	SRC2 TRFRET art	bIAP inhibitor	PPARg SRC2 recr	ROMK mod	STAT3 activator	PPARg SRC1 recr	TNAP act hiacc	STAT1 inh	PPARg SRC-3 ag
CCOc1ccccc1-n1nnnc1SCC(=O)Nc1cc2oc3ccccc3c2cc1OC	0.9	-6	1534	10	8	x	109	7	1	8	-8
O=C1NCCN1CCNS(=O)(=O)c1ccc2ccccc2c1	0.9	9	1503	7	-1	0.41	94	7	1.1	-1	10
CC(C)C(=O)N1CCN(c2ccc(NC(=O)c3ccc([N+](=O)[O-])o3)cc2Cl)CC1	0.9	0	1496	12	3	-0.29	106	6	1	-61	3
O=C(OCC1COc2ccccc2O1)c1c(F)cccc1F (centres undefined)	0.7	10	1646	25	4	x	96	4	1.1	-23	4
COc1cccc(NC(=O)NCc2cccn2C)c1	1	18	1715	1	4	x	90	-4	1	6	-3
CC(=O)c1cc(C#N)c(SCc2ccc(F)cc2)nc1C	0.9	8	1513	10	14	0.24	97	-3	1.1	-13	3
CC(C)CCNC(=O)C(c1cccnc1)N(CCc1ccccc1)C(=O)Cn1nnc2ccccc21 (centres undefined)	0.8	-3	1433	15	-1	x	103	-2	1	-1	-7
CCOC(=O)COc1ccc(C)cc1-c1ccno1	0.8	5	1447	17	-7	-0.0027	101	2	1	-2	-1
O=C(NCc1cccs1)C(=O)NCC(c1ccco1)N1CCN(c2ccccc2)CC1 (centres undefined)	1	0	1405	2	4	-0.065	104	-6	1	8	-2
Cc1ccc2cc(/C=N/NC(=O)CN3CCCCC3)c(Cl)nc2c1	1.3	17	1581	-25	-1	-0.012	87	3	1	-5	1

Further entries:
SMILES	bIAP activator	STAT3 blocker	SRC2 TRFRET art	bIAP inhibitor	PPARg SRC2 recr	ROMK mod	STAT3 activator	PPARg SRC1 recr	TNAP act hiacc	STAT1 inh	PPARg SRC-3 ag
Cc1ccsc1C(C(=O)NC1CCCCC1)N(C(=O)c1csnn1)C1CC1 (centres undefined)	0.9	-3	1524	13	1	0.22	107	-9	1.1	1	1
CCc1nc(Nc2ccc3c(c2)OCCO3)c2oc3ccccc3c2n1	1	10	1389	3	-5	x	98	-5	1.1	10	1
N/C(=N\S(=O)(=O)c1ccc(Cl)s1)c1ccccc1	0.6	0	1494	44	5	-2.3	102	4	1.1	-10	-2
Nc1[nH]n2c(=O)cc(-c3ccccc3)nc2c1N=Nc1ccc2c(c1)OCO2	0.9	2	1684	11	3	0.87	103	-3	0.8	1	5
CCN(CC)S(=O)(=O)c1ccc(-c2nnc3sc4cccc(C)c4n23)cc1	1	-54	1479	2	-2	x	148*	-6	1	4	-1
O=[N+]([O-])c1cccc(CNc2ccc3c(c2)CCC3)c1	0.9	5	1315	11	0	0.22	100	2	1	-5	4
CCOC(=O)c1ccc2nc(C)cc(Nc3cccc(C(=O)O)c3)c2c1	0.8	0	1343	20	0	0.52	100	-4	1	3	-2
CC(C)C(=O)Nc1nc(-c2ccccc2)ns1	1.1	10	1549	-10	8	-0.89	93	8	1	-25	4
CN(C)S(=O)(=O)c1ccc(N2CCCC2)c(C(=O)NCc2ccc(Cl)cc2)c1	0.9	5	1392	14	3	-1.4	101	-6	1.1	-2	-11
CCN(CC)S(=O)(=O)c1ccc2c(c1)nc(CCC(=O)Nc1cccc(C(F)(F)F)c1)n2CC	1	6	1642	-2	-1	x	98	10	1.1	1	6
O=C1CSC(c2ccccc2F)N1c1ccccc1 (centres undefined)	0.8	3	1477	17	14	x	98	1	1	5	7
O=C(NN1C(=O)C2C(C1=O)C1C=CC2C12CC2)c1cccnc1 (centres undefined)	1	0	1610	-4	8	0.095	102	2	1.1	1	5
CC(C)NS(=O)(=O)c1ccc(CCC(=O)N2CCC(C(N)=O)CC2)cc1	1	-7	1676	-2	2	0.074	108	0	1.1	-7	3
Cc1cccc(NC(=S)N2CCN(c3ccc(F)cc3)CC2)c1	0.9	17	1425	6	-2	-0.0089	88	-14	1	7	-4
CCOC(=O)c1c(NC(=O)CSc2nc3ccccc3c(=O)n2-c2ccccc2)sc(C(C)=O)c1C	0.8	3	1641	23	8	-0.065	101	3	1.1	-10	6
Cc1cc(C(=O)Nc2ccc(S(=O)(=O)Nc3onc(C)c3C)cc2)cs1	0.9	3	1391	9	3	x	100	3	1	5	-7
CCOC(=O)C1CCCN(C(=O)C2CCN(S(=O)(=O)c3cccs3)CC2)C1 (centres undefined)	1	-4	1549	2	4	2.1	103	-5	1	1	11
O=C(c1ccc(F)c(S(=O)(=O)N2CCOCC2)c1)N(c1ccccc1)c1ccccn1	1.2	-2	1540	-17	2	0.018	105	-5	1	6	0
CCOC(=O)C1=C(COc2ccc(F)cc2Cl)NC(=O)NC1c1cc(C)ccc1C (centres undefined)	0.9	12	1413	11	-5	x	95	-10	1.1	-4	0
CCn1c(SCC(=O)NCc2cccs2)nnc1-c1ccco1	0.9	13	1527	5	8	-0.17	95	2	1	-8	0
C=CCOC(=O)C1=C[C@@H](c2ccc(Br)cc2)C[C@@H](OCc2ccc(CO)cc2)O1	0.9	x	1562	7	-4	x	x	4	1.1	-1	-1
COc1ccc(CCN2C(=O)C3C4CC(C5C(C(=O)N/N=C\c6ccc(Cl)cc6)=NOC45)C3C2=O)cc1OC (centres undefined)	1.2	7	1494	-20	-3	-1.1	99	-3	1.1	-3	-2
COc1cc(/C=N/NC(=O)Nc2ccccc2)ccc1OC(C)=O	0.9	-19	1454	9	3	x	118	-3	1	-48	4
Cc1ccc(C(c2sc3ncnn3c2O)N2CCCCC2)cc1 (centres undefined)	1.3	0	1492	-28	-2	x	108	-3	1	0	8
CS(=O)CSc1nc2c(cc1C#N)CCCC2 (centres undefined)	1	-4	1724	4	-1	0.31	106	13	1	-6	0
Fc1cccc(-c2nnn3c2nc(Cl)c2ccccc23)c1	1	-72	1572	-1	8	0.047	165*	2	1	-11	3
CCN(CC)S(=O)(=O)c1ccc(/C=C/C(=O)Nc2ccc(Br)cc2F)cc1	1.1	37	1454	-15	-10	-0.83	68	1	1	3	-2
Cc1ccc(C(=O)NC(=S)Nc2ccccc2N2CCCC2)cc1[N+](=O)[O-]	1	-44	1484	-4	-2	0.086	134*	4	0.9	6	2
CS(=O)(=O)c1ccc(-c2nn[nH]n2)cc1	0.8	4	1433	16	0	-2.1	99	-1	1	-2	-11
O=C1CC(C(=O)O)S/C(=N\NC(=O)c2ccc(F)cc2)N1 (centres undefined)	1	12	1654	4	-1	x	92	-2	1	-1	-2
Cc1cc(C(=O)CSc2nnc(-c3cccs3)n2Cc2ccccc2)c(C)n1C	1	6	1518	5	10	-1	98	-6	1	9	-11
COc1cc2c(-c3ccc(O)cc3)nc3c(c(C)nn3-c3ccccc3)c2cc1OC	1	10	1806	0	3	-0.7	90	5	1	2	0
COc1cc(OC)cc(C(=O)NCCn2ccc3ccccc32)c1	0.9	10	1632	14	9	x	99	-1	1.1	1	5
O=C(NC1(O)C(=O)c2ccccc2C1=O)c1ccccc1	0.9	5	1506	10	-3	-1.2	98	0	1	-2	-1
O=C(CN(CC1CCCO1)C(=O)CCC(=O)Nc1nccs1)NCC1CCCO1 (centres undefined)	1	0	1440	-3	0	x	104	8	1.1	-11	-6
Cc1ccc(Nc2nc(N)nc(CSc3nc4ccccc4s3)n2)cc1	0.9	12	1533	8	9	x	95	2	1	-2	7
Cc1cc(NS(=O)(=O)c2ccc(NC(=O)c3ccc(Br)o3)cc2)nc(C)n1	1.1	-5	1405	-9	1	0.19	105	0	1	-9	-2
N#C/C(=C\c1cccnc1)C(=O)Nc1ccccc1	0.7	11	1395	30	0	-4.2*	93	-8	1	0	-5
O=C(OCc1cc(-c2ccccc2)no1)c1ccc2ccccc2n1	1	6	1522	5	2	-0.049	101	0	1	0	2
CCOc1ccccc1C(=O)Nc1ccccc1C(N)=O	0.9	3	1564	8	4	x	100	7	1	-2	3
CC(=O)c1nnn(-c2nc(N3CCCC3)nc(N(c3ccccc3)c3ccccc3)n2)c1C	0.9	3	1498	6	7	x	99	13	1	-2	6
